Screening results as filed in PubChem BioAssay.
CXCR6 inh = blocks human CXCR6 beta-arrestin recruitment | O00574 | hit rate 0.36% among 360,000 | inhibition, % at 20 µM | CHO-K1 PathHunter CXCR6 beta-arrestin, luminescence; in the data active = inhibition above about 34%, passing the limit was not always enough;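 also: antagonist mode with CXCL16 agonist at 10 nM final; 0% = 10 nM CXCL16 with DMSO and 100% = unstimulated wells without agonist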
Target sequence (O00574 whole entry, looked up): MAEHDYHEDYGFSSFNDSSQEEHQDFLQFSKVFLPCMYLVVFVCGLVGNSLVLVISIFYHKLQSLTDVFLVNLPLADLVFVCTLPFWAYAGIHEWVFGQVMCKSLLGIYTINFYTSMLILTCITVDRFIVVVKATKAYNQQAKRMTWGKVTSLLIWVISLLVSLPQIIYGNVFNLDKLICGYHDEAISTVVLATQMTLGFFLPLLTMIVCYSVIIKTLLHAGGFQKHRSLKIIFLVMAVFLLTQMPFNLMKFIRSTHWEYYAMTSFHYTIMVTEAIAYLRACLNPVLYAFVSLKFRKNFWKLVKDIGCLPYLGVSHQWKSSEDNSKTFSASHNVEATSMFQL
NR3A LBD binder = modulates the human NR3A ligand-binding domain. NR3A LBD differential scanning fluorimetry, Tm shift; 0% = protein alone, 100% = glycine-bound protein. Tm shift relative to glycine control, % at 25 µM. hit rate 2.5% among 340,000;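 active = melting temperature shift of at least 10% of the positive control shift, at one fixed dose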
A3A deaminase = inhibitors of human APOBEC3A DNA deaminase | P31941 | recombinant A3A, FAM/TAMRA ssDNA deamination fluorescence | inhibition, % at 20 µM | hit rate 0.41% among 330,000 | AID 493011;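 active = at least 40% inhibition at 20 µM here, with at most 30% in a related deaminase screen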;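 also: plate controls were A3A with DMSO for no effect and wells lacking A3A enzyme for full effect; some results filed as inactive read as strong as hits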
A3G deaminase = blocks human APOBEC3G single-stranded DNA deamination; recombinant A3G, ssDNA deamination FAM/TAMRA fluorescence; Q9HC16; inhibition, % at 20 µM; hit rate 0.28% among 330,000;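 active = inhibition of at least 40% at 20 µM, with no more than 30% in the related APOBEC3A deaminase screen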;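 also: plate controls were DMSO wells with A3G for no effect and wells lacking A3G enzyme for full effect; some compounds called inactive have numbers as strong as hits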
Target sequence (Q9HC16 whole entry, looked up): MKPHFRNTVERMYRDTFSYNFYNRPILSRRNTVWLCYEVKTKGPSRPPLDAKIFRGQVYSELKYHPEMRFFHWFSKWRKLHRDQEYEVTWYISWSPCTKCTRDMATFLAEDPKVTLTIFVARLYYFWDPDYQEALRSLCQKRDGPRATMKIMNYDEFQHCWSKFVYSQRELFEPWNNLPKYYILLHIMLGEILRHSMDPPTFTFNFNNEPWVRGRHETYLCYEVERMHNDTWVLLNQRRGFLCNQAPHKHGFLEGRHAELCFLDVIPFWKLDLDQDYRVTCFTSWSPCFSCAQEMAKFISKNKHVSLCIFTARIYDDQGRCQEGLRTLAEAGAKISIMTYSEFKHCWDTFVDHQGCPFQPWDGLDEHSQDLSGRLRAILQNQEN
Gli-Sufu block = antagonists of Gli-Sufu signaling. inhibition, % at 5 µM. AID 588413. Sufu-KO-LIGHT fibroblasts, Gli luciferase reporter luminescence. hit rate 0.74% among 340,000;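 active = inhibition above about 55%, limit read from the data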;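 also: 0% = DMSO-treated cells and 100% = wells with medium but no cells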
CCR6 antagonist = antagonists of human CCR6 receptor | P51684 | CHO-K1 CCR6 PathHunter beta-arrestin, luminescence, CCL20-stimulated | inhibition, % at 20 µM | hit rate 0.49% among 340,000;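 active = compounds whose inhibition of the agonist-driven luminescence signal at 20 µM reaches about 50%, limit read from the data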;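 also: cells stimulated with CCL20 at 14 nM final; plate controls were DMSO with CCL20 for no effect and DMSO without agonist for full effect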
MPTP block = permeability transition pore inhibition; hit rate 1.4% among 360,000; AID 602449; isolated mouse mitochondria, Ca2+ swelling absorbance, 30 min; inhibition, % at 10 µM;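 active = inhibition of 50% or more, scaled per plate between neutral and stimulator controls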;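 also: 0% = DMSO wells given calcium and 100% = 1 mM EGTA wells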
EBI2 antag = antagonists of human EBI2 receptor. P32249. EBI2 beta-arrestin recruitment, luminescence, 7a,25-OHC stimulated. inhibition, % at 5 µM. hit rate 0.81% among 360,000. AID 651636; in the data active = inhibition above about 38%;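 also: enzyme fragment complementation signal reports receptor beta-arrestin coupling in cells; 0% = agonist plus DMSO wells and 100% = wells without agonist; some results beyond the cut were filed as inactive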
Target sequence (P32249 whole entry, looked up, the tested form may be a part): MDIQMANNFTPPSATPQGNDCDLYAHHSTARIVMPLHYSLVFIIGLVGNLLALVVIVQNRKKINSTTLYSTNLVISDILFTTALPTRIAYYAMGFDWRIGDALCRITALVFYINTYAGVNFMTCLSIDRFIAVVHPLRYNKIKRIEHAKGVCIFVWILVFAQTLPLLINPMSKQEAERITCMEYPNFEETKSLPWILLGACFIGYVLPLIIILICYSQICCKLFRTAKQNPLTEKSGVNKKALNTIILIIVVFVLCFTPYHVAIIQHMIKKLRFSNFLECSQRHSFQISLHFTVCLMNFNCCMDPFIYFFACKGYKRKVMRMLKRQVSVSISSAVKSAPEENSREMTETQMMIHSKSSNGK
* = called active by the depositor; / = not tested or not shown.

SMILES	CXCR6 inh	NR3A LBD binder	A3A deaminase	A3G deaminase	Gli-Sufu block	CCR6 antagonist	MPTP block	EBI2 antag
CCOc1ncccc1C(=O)NCCc1ccc(Cl)cc1	0	0	-3	7	1	17	0.4	11
Cc1ccc(C)c(NS(=O)(=O)c2ccc(OCC(=O)N3CCOCC3)cc2)c1	-5	0	-1	-4	-3	-15	-4.2	-3
O=C1C(Cl)=C(Oc2ccccc2)C(=O)c2ccccc21	104*	-3	/	/	5	117*	7.4	-1
COC(=O)C1=C(C)NC(C)=C(C(=O)OC)C1C(=O)OCc1nnc(-c2ccccc2Cl)o1	-8	1	-3	-13	5	6	-0.6	-1
COCCn1c(SC(C)C(=O)Nc2ncc(Cl)cc2Cl)nc2ccccc21 (stereo not given)	0	-2	-2	-6	-1	8	-0.4	-8
COc1ccc2cc(CN(CCc3ccccc3)Cc3nnnn3CC3CCCO3)c(=O)[nH]c2c1 (stereo not given)	-7	1	2	4	-6	7	0.3	7
CC(C)NS(=O)(=O)c1ccc(OCC(=O)Nc2ccccc2F)cc1	-7	0	-1	2	-1	1	-0.4	-2
Cc1ccc2cc(CN(CCc3ccccc3)C(=S)NCCCN(C)C)c(=O)[nH]c2c1	3	0	-2	-1	-2	2	0.4	-2
COc1ccc(N2C(=O)NC(NS(=O)(=O)c3ccccc3)(C(F)(F)F)C2=O)cc1 (stereo not given)	3	0	-4	-4	-8	-4	-1.2	-9
CC(=O)Nc1ccc(OC(=O)c2cc3cc(Br)ccc3oc2=O)cc1	-4	-1	4	3	-4	12	-0.4	-7
COc1cccc(NC(=O)Cn2nc(Cc3cccnc3)c3ccccc3c2=O)c1	2	-2	-1	-2	6	14	-1.7	5
COc1ccc(C2C(C(=O)NCCN3CCOCC3)c3ccccc3C(=O)N2C2CCCCC2)cc1 (stereo not given)	/	-3	-3	-6	0	0	/	/
CC(=O)c1ccc(N2CCN(C(C)C(=O)NC3CCCc4ccccc43)CC2)cc1 (stereo not given)	-4	-2	-2	-2	-2	2	-7.4	8
COc1cc(C(=O)NCc2nnc(SCC(=O)Nc3nc4ccc(C)cc4s3)o2)cc(OC)c1OC	1	2	2	0	-14	-4	-0.2	-12
CCN(CC)c1ccc(NC(=O)c2cncc(Br)c2)cc1	-3	0	0	-4	-10	3	2.9	-3
CCN(C(=O)C(C)N1C(=O)/C(=C/c2ccco2)SC1=S)C1CCS(=O)(=O)C1 (stereo not given)	4	-3	63	32	-6	6	-0.5	12
Cc1ccc(C2(C)NC(=O)N(CC(=O)Nc3cc(C)on3)C2=O)cc1 (stereo not given)	-1	0	-1	-5	2	-2	-2.8	-3
Cc1ccn2cc(-c3ccc(NS(=O)(=O)c4ccccc4)cc3)nc2c1	-7	9	-2	-4	-23	-8	1.7	15
CCC(=O)N/C(=N/c1nc(C)cc(C)n1)Nc1ccccc1	-8	-1	1	0	7	21	2.8	-7
Cc1ccc(OCCN2C(=O)CSC2=O)cc1	-13	-2	-2	-1	4	-1	1.3	-6
O=C(Cc1c(C(=O)O)[nH]c2ccccc12)Nc1ccc2c(c1)OCO2	-5	-6	-2	-2	6	9	0.2	3
Cc1ccccc1NC(=O)Cc1nc(COC(=O)c2ccc(Cl)c(S(N)(=O)=O)c2)cs1	0	-3	3	1	-4	11	-1.6	-6
CCCCN1C(=S)NC[C@@H]1Cc1ccccc1	2	4	1	0	-5	22	0.3	-8
CC(Oc1cccc(Cl)c1)C(=O)Nc1ccc([N+](=O)[O-])cn1 (stereo not given)	0	1	-4	-6	3	15	4.5	19
CCn1c(=S)sc2c(=O)n(CC(=O)Nc3cccc(Cl)c3)c(C)nc21	-13	33*	-3	-2	8	7	5.1	0

Later entries.
SMILES	CXCR6 inh	NR3A LBD binder	A3A deaminase	A3G deaminase	Gli-Sufu block	CCR6 antagonist	MPTP block	EBI2 antag
Cc1ccc(S(=O)(=O)NCCNc2ccc([N+](=O)[O-])cc2C(F)(F)F)cc1	14	-1	1	0	4	6	17	9
CCN1CCN(C(=O)CCn2c(=O)c3cccn3c3cccnc32)CC1	-11	0	-5	-8	11	10	-0.2	-1
CCN(CC(=O)Nc1ccc(C(=O)OC)cc1)C1CCCCC1	1	-1	0	-1	8	19	-2.3	2
Cc1nc2ccccc2nc1OCc1cccc([N+](=O)[O-])c1	26	1	0	-4	3	22	-3.4	4
O=C(Cn1cnc2c(cnn2-c2ccccc2)c1=O)NC1CCCC1	-5	-1	5	4	-5	11	-1.3	-2
O=C(O)c1cccc([N+](=O)[O-])c1C(=O)Nc1ccc2ccccc2c1	-2	-2	-8	-4	-16	10	2.0	-1
Cc1nc(-c2ccccc2)cn2c1nc1ccccc12	0	-1	-4	-2	31	1	0.9	15
COc1ccc(C2NC(=O)CCC2[N+](=O)[O-])cc1OC (stereo not given)	-4	-1	-4	-9	0	13	-0.2	5
COc1cccc(C(=O)NC2(C(F)(F)F)N=C3SCCN3C2=O)c1 (stereo not given)	-4	-2	-1	-4	-18	13	0.1	-6
Cc1cc(Br)c(NC(=O)C(C)Sc2nnnn2C)c(Br)c1 (stereo not given)	6	2	1	2	-1	13	-0.2	-6
Cc1cc2oc3c(c(=O)c2cc1C)C(c1cccc(Br)c1)N(Cc1ccco1)C3=O (stereo not given)	5	3	0	-2	7	18	-0.8	35
O=C(c1cnn2c(C(F)(F)F)cc(-c3ccc(Br)cc3)nc12)N1CCOCC1	9	3	/	/	-10	8	-4.4	-16
O=C(O)C1C2CCC(C2)C1C(=O)Nc1nc2ccccc2s1 (stereo not given)	-2	1	-8	-7	4	-17	-2.3	5
COC(=O)C1CCN(C(=O)COC(=O)C2CCN(S(=O)(=O)c3c(Cl)cccc3Cl)CC2)CC1	1	-1	3	-2	-7	10	2.3	0
CCC(=O)c1ccc(OCc2ccc(C(=O)OC)cc2)cc1	6	-16	0	-4	-75	-2	1.2	5
COc1ccccc1OCCn1c(C(C)O)nc2ccccc21 (stereo not given)	-2	-1	1	-1	3	-7	0.9	-11
CCCCC(=O)Nc1cc(-c2nc3ncccc3o2)ccc1C	-2	2	-1	-10	-9	-2	-1.5	-2
CCC1CCc2sc(C(=O)N(C)CC(=O)Nc3ccc(OC)cc3)cc2C1 (stereo not given)	0	-4	-2	-5	16	3	-2.6	4
O=C(COc1ccc([N+](=O)[O-])cc1)Nc1ccc2c(c1)nc1n2CCOC1	0	-1	4	4	-9	3	-1.5	-26
CCOC(=O)c1sc(NCCNc2nc(C)c(C(=O)OCC)s2)nc1C	/	1	0	0	-17	-8	/	/
Cc1nnsc1SCC(=O)O	-3	0	4	0	2	-2	-0.2	-4
O=C(/C=C/c1ccco1)NC(=S)Nc1nc(-c2ccc(Cl)cc2)cs1	12	129*	-2	-2	-6	17	3.1	12
CCCS(=O)(=O)N1CCCC(C(=O)c2ccccc2OC)C1 (stereo not given)	-3	0	0	-4	6	13	-1.1	-12
CCc1cccc(NC(=O)NC(=O)Cn2nnc(C(=O)OC)c2C(=O)OC)c1	5	1	1	-5	-3	-6	1.2	-8
CCC(=O)c1ccc(OCC(=O)OCC(=O)c2cc(C)n(C3CC3)c2C)cc1	-7	-2	-3	-12	-2	-4	-0.9	6

Given as labelled records: part of the list above.
Cc1ccc(S(=O)(=O)NCCNc2ccc([N+](=O)[O-])cc2C(F)(F)F)cc1
  CXCR6 inh: 14
  NR3A LBD binder: -1
  A3A deaminase: 1
  A3G deaminase: 0
  Gli-Sufu block: 4
  CCR6 antagonist: 6
  MPTP block: 17
  EBI2 antag: 9

CCN1CCN(C(=O)CCn2c(=O)c3cccn3c3cccnc32)CC1
  CXCR6 inh: -11
  NR3A LBD binder: 0
  A3A deaminase: -5
  A3G deaminase: -8
  Gli-Sufu block: 11
  CCR6 antagonist: 10
  MPTP block: -0.2
  EBI2 antag: -1

CCN(CC(=O)Nc1ccc(C(=O)OC)cc1)C1CCCCC1
  CXCR6 inh: 1
  NR3A LBD binder: -1
  A3A deaminase: 0
  A3G deaminase: -1
  Gli-Sufu block: 8
  CCR6 antagonist: 19
  MPTP block: -2.3
  EBI2 antag: 2

New compounds follow.
SMILES	CXCR6 inh	NR3A LBD binder	A3A deaminase	A3G deaminase	Gli-Sufu block	CCR6 antagonist	MPTP block	EBI2 antag
COc1ccc(/C=C2\SC(=S)N(CCCC(=O)Nc3ccc(C(=O)O)cc3)C2=O)cc1OC	12	4	-3	-7	4	15	-0.7	-6
CC(=O)NS(=O)(=O)c1ccc(NC(=O)CCc2ccccc2)cc1	-4	1	2	1	0	2	-0.4	-3
Cc1cc(CNC(=O)C2CCC(=O)N(Cc3ccccc3F)C2)on1 (stereo not given)	-4	-2	-2	-7	-4	17	1.5	-1
O=C(CN1CCN(S(=O)(=O)c2ccc(Br)cc2)CC1)Nc1ccc(F)cc1	3	-2	1	-4	8	0	0.5	3
COc1ccccc1NS(=O)(=O)c1cc(C(=O)Nc2ccc(S(=O)(=O)Nc3onc(C)c3C)cc2)ccc1C	4	2	/	/	2	-3	-1.3	0
O=C(c1ccccc1)c1ccc2nc(-c3ccc(NC(=O)c4ccccc4Br)cc3)[nH]c2c1	0	9	7	0	5	0	-0.7	10
O=C(CCc1ccccc1)NNC(=O)COc1ccccc1	6	13*	-6	-10	-4	1	-1.5	-2
C=CCOc1cccc(C2/C(=C(/O)c3ccc4c(c3)CC(C)O4)C(=O)C(=O)N2CCN2CCOCC2)c1 (stereo not given)	6	0	-4	5	-10	14	-1.1	-6
Cc1c(Cl)c(C(F)(F)F)nn1CC(=O)NN	-1	0	-1	-4	-2	7	-0.4	-6
CC(C)c1ccc(/C=C2\SC(=O)N(CC(=O)NCCCn3ccnc3)C2=O)cc1	-5	0	-2	-3	-55	0	11	-2
CCOC(=O)C1CCN(c2cc3c(cc2NC(=O)c2ccccc2)n(C)c(=O)n3C)CC1	9	4	-1	8	49	8	-0.2	-7
COc1cc(NS(=O)(=O)c2ccc(N/C=C(\C#N)c3nc4ccccc4o3)cc2)nc(OC)n1	6	-4	2	-1	1	23	-1.9	-10
CCOc1cc2[nH]c(=O)n(CC3CCC(C(=O)NCCCOC)CC3)c(=O)c2cc1OCC (stereo not given)	4	3	3	1	-1	11	-0.8	-3
O=C(O)CNS(=O)(=O)/C=C/c1ccccc1	8	-1	1	-2	-1	1	-0.8	-3
O=C(COC(=O)c1cc2ccccc2cc1O)NC1CCCCC1	-11	1	-6	-8	-3	8	-1.0	-3
Cn1c(=O)[nH]c(=O)c2c1nc1n2CC(O)CN1c1ccccc1 (stereo not given)	-4	4	-4	-6	-14	9	-0.3	-8
CC(=O)c1ccc(OCCCC(=O)N2CCN(S(=O)(=O)c3cc(C)ccc3C)CC2)cc1	-6	2	1	-8	8	9	-0.8	15
S=C(Nc1ccc(Cl)cc1)NC1CC2CCCC(C1)N2C1CC1 (stereo not given)	-8	-1	-3	-6	5	-2	4.0	-14
O=C(/C=C/c1ccncc1)c1ccc2c(c1)OCCO2	16	1	5	-3	-1	27	-2.2	6
Cn1c(SCC(=O)Nc2nccs2)nnc1C12CC3CC(CC(C3)C1)C2	0	0	1	-3	-6	-4	-0.2	11
COc1ccc(Cl)cc1NC(=O)COC(=O)C1=NNC(=O)CC1	4	-2	-5	-7	3	-1	0.6	-1
Cc1cc(=O)[nH]c(SCC(=O)N(CCC#N)c2ccccc2)c1C#N	0	-2	-4	-13	5	-2	0.0	1
CS(=O)(=O)N1CCc2cc(C(=O)NC3CC3)ccc21	-6	0	2	-1	3	-1	-0.1	-4
COc1ccc(OCCCC(=O)Nc2nc(C)c(C(C)=O)s2)cc1	-6	0	3	-3	13	1	-0.4	7
O=C(Nc1ccc(Br)cn1)c1coc(=O)c(Br)c1	2	1	62*	24	-21	15	3.1	-6
CCOc1ccc(S(=O)(=O)N2CCCC(C(=O)NCc3ccccn3)C2)cc1C (stereo not given)	5	-5	-4	-12	-11	7	-0.1	-5
CN(C)C1(CN=Cc2cc(Cl)cc([N+](=O)[O-])c2O)CCCCC1	10	-1	16	2	14	36	3.5	1
O=c1c(-c2ccc(Cl)cc2)[n+]([O-])c2ccccc2n1OCc1nc2ccccc2[nH]1	1	-6	-2	-8	-7	-1	1.9	-5
CCOc1ccc(C(=O)NCCc2cnc[nH]2)cc1OCC	12	1	-4	-7	-8	12	0.7	-2
Cc1cc(C)n(CC(=O)n2nc(C)cc2C)n1	3	3	6	2	-1	13	-1.8	4
